HIF activator: HIF pathway transcriptional activation | AID 1910 | U2OS HRE-luciferase reporter, luminescence; normalized: DMSO 0%, desferrioxamine 100% | actives 0.32% (n = 300,000) | activation, % at 7.5 µM (by protocol);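 active = mean activation of at least 10% of the iron chelator positive control signal, with at least half of replicates also reaching 10%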
TRPC4 inh: blocks the mouse TRPC4 cation channel | Q9QUQ5 | HEK293 TRPC4beta/mu-opioid, DAMGO-evoked Fluo4 calcium flux; hits give low values | B-score at 10 µM | actives 0.39% (n = 300,000);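 active = B-score over 3 SD under the library average, no early fluorescence shift, positive overall ratio signal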
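Signal: kinetic Fluo4 fluorescence imaging of calcium influx. Material: stable TRPC4beta/mu-opioid receptor HEK293 cells. Probe or stimulus: DAMGO in two steps, submaximal then maximal.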
MrgX1 ag: human MrgX1 receptor agonism, primary screen | actives 0.44% (n = 310,000) | MrgX1-HEK293 cells, Fluo-4 calcium fluorescence, agonist mode; hits give high values | B-score at 10 µM;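 active = calcium response B-score plate-corrected fluorescence ratio at least 3 library SD, with starting fluorescence B-score inside 5 SD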
Target sequence (Q96LB2 whole entry, looked up): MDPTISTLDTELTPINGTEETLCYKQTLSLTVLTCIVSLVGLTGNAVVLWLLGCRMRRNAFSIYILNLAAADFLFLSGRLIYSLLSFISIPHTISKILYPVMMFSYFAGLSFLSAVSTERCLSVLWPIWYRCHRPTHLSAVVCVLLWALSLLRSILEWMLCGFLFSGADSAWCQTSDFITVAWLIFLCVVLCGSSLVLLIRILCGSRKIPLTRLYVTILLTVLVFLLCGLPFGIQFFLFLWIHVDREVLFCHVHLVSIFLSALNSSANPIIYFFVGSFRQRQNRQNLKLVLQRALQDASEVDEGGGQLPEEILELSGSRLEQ
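Assay system: stable human MrgX1 HEK293 cell line. Quantity: 15,000 cells per well. Schedule: cells plated overnight, dye loaded 0.5 h 37 °C, 0.5 h room temperature. Detection: Fluo-4 NW calcium-flux fluorescence, kinetic read. Read-out basis: peak-minus-minimum fluorescence over baseline, converted to B scores. Control set: positive and negative control wells on each plate.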
SKKanGAS inh: blocks kanamycin growth of S. pyogenes SKKanGAS strain. actives 1.3% (n = 300,000). inhibition, % at 7.5 µM. AID 1662. BacTiter-Glo, 6 h;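 active = mean replicate score, as percent of positive control median, at least 50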;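 note: strain carries kanamycin resistance gene driven by streptokinase promoter and grows in 40 µg/ml kanamycin; loss of luminescence reflects streptokinase promoter inhibition or plain growth inhibition; 0% = median of DMSO wells and 100% = positive control at its reference dose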
RGS4 inh: human RGS4 inhibition; P49798; HEK293 M3R/RGS4 inducible, Fluo-4 calcium flux; hits give high values; triggered by carbachol at its EC20; B-score at 10 µM; actives 0.45% (n = 310,000); AID 463165;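 active = B-score, a plate-corrected calcium signal, over three deviations above library mean, with baseline fluorescence within five deviations of library mean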;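 note: RGS4 expression induced by doxycycline in cells with stable M3 receptor; B-score is computed from the integrated fluorescence ratio over baseline after carbachol; higher B-score means a larger calcium signal and so more RGS4 inhibition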
Target sequence (P49798 whole entry, looked up): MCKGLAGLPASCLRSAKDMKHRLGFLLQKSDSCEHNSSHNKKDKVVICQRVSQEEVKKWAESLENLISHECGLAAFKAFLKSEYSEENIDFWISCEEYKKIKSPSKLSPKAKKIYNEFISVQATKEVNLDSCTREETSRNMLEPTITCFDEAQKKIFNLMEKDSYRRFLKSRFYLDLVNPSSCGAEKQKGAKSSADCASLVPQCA
TRPC6 inhibitor: mouse TRPC6 channel inhibition | Q61143 | HEK293-TRPC6, membrane potential dye, ACh-evoked depolarization; hits give low values | B-score at 10 µM | actives 1.1% (n = 310,000) | AID 2553;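 active = B-score under library mean minus 3 SD, initial fluorescence not abnormally high, positive integrated signal ratio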;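 note: B-score derived from integrated fluorescence ratio over the kinetic read; more negative B-score means stronger inhibition of depolarization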
MrgX1 PAM: human MrgX1 positive allosteric modulation, primary screen; B-score at 10 µM; MrgX1-HEK293, Fluo-4 calcium flux, FDSS; hits give high values; AID 588675; Q96LB2; actives 0.63% (n = 310,000);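 active = plate-corrected calcium response at least 3 library SD above typical, normal starting fluorescence, not activating the receptor alone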;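 note: compound read alongside a low EC10 to EC30 dose of BAM8-22 agonist; peak minus trough fluorescence over baseline measured at the second addition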
TRPC6 act: mouse TRPC6 channel activation; B-score at 10 µM; actives 0.13% (n = 310,000); HEK293-TRPC6 membrane potential dye fluorescence; hits give high values; Q61143; AID 2550;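 active = B-score of the integrated fluorescence ratio above library mean plus 3 SD, and starting fluorescence ratio within library mean plus 5 SD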;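 note: higher score means more depolarization so channel activation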
Platelet DG rel: platelet dense granule release activity; human platelet-rich plasma, SFLLRN dense granule ATP release, luminescence; inhibition, %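 (compounds screened at 7.5 µM in platelet-rich plasma)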; actives 0.22% (n = 300,000); AID 1663;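 active = mean replicate score, as percent of positive control, at or above 50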
MrgX1 antag: human MrgX1 receptor antagonism, primary screen | B-score at 10 µM | AID 588676 | actives 1.3% (n = 310,000) | MRGX1-HEK293 calcium flux, Fluo-4, BAM8-22 antagonism; hits give low values;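 active = calcium-response B-score plate-corrected more than 3 library SD below zero, starting fluorescence within 5 deviations, no agonist response on first addition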;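 note: peak minus trough fluorescence over baseline after final BAM8-22 challenge near maximal dose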
RGS4 act: potentiators or activators of RGS4; HEK293 M3R/inducible RGS4, carbachol calcium flux Fluo4; hits give low values; B-score at 10 µM; actives 0.92% (n = 310,000);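 active = B-score of the integrated calcium signal more than 4 SD below the library mean, with starting fluorescence not abnormally high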;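 note: negative B-score means reduced calcium response which marks RGS4 activation or potentiation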
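test system = HEK293 cells with stable M3R and inducible RGS4 | schedule = recording 10 s baseline at 1 Hz, 100 s post-agonist | technique = Fluo4-AM (2 µM) calcium-flux fluorescence, kinetic read | measure = Agonist-evoked peak-minus-minimum fluorescence over baseline, integrated ratio, B score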
Numbers without * were called inactive; i = inactive; . = not tested or not shown. An unsorted share of the library; about 6.1% have a hit in one of these screens.

SMILES,SKKanGAS inh,Platelet DG rel,TRPC6 act,MrgX1 antag,HIF activator,RGS4 act,TRPC4 inh,TRPC6 inhibitor,MrgX1 PAM,MrgX1 ag,RGS4 inh
Cc1cc(C(C)(C)C)cc(C)c1CCNC(=O)c1ccc[n+]([O-])c1,-5,-6,i,i,-1.7,i,i,i,i,i,i
COc1cccc(CNC(=O)C(=O)N2CCC3(CC2)OCCN3S(=O)(=O)c2ccc(C)cc2)c1,-2,2,i,i,1.9,i,i,i,i,i,i
O=C(CS(=O)(=O)c1cn(Cc2ccc(Cl)cc2)c2ccccc12)N1CCCC1,3,-7,i,i,0.0,i,i,i,i,i,i
C=CCC(NCc1ccccc1)c1ccccc1 (centres undefined),-20,-13,i,i,0.0,i,i,i,i,i,i
COc1ccccc1CNC(=O)c1cccc2c1C(=O)N(Cc1cccnc1)C2,2,3,i,i,-0.1,i,i,i,i,i,i
COc1ccc(NC(=O)C(NC(C)=O)C(=O)NCc2ccccc2OC)cc1 (centres undefined),-2,14,i,i,0.8,i,i,i,i,i,i
COc1ccc(OC)c(/C=C2\S/C(=N/NC(=O)c3ccc4ccccc4c3)NC2=O)c1,106*,-3,i,i,-0.4,i,i,i,i,i,i
COc1ccc(C(=O)Oc2cc(/C=N/NS(=O)(=O)c3ccc(C)cc3)ccc2OC)cc1,2,7,i,i,-1.0,i,i,i,i,i,i
COc1cccc(N/C=C/c2onc(C)c2[N+](=O)[O-])c1,3,3,i,i,2.6,i,i,i,i,i,i
O=C(NCC1COc2ccccc2O1)C1CCCN(S(=O)(=O)c2cccc3nsnc23)C1 (centres undefined),10,0,i,i,-0.4,i,i,i,i,i,i
COc1cc(C(c2nnnn2C(C)(C)C)N2CCN(C)CC2)cc(OC)c1OC (centres undefined),-1,-3,i,i,0.4,i,i,i,i,i,i
CCCC[N+](CC#CCO)(CC#Cc1ccccc1)CCCC,39,-2,i,i,-0.4,i,i,i,i,i,i
Cc1c(CNC(=O)C2CCC(=O)N(CCc3ccccc3)C2)cnn1C (centres undefined),9,-19,i,i,0.2,i,i,i,i,i,i
CCCc1cc(C(=O)Nc2ccccc2SC)no1,4,-2,i,i,3.1,i,i,i,i,i,i
Cc1[nH]c2ccccc2c1/C=N/NC(=S)NCc1ccccc1,-24,0,i,i,3.0,i,i,i,i,i,i
COc1ccc(C(=O)NCc2cn3ccsc3n2)cc1OC,-2,1,i,i,-0.1,i,i,i,i,i,i
CCOc1ccc(NC(=O)CSc2nnc(CNC(=O)c3ccco3)o2)cc1,-5,8,i,i,-0.3,i,i,i,i,i,i
CC(C)c1ccc(C(C(=O)NC2CCCC2)N(C(=O)c2csnn2)C2CC2)cc1 (centres undefined),27,1,i,i,-0.2,i,i,i,i,i,i
Cc1nn(CC(=O)NNC(=O)c2ccccc2F)c([N+](=O)[O-])c1Br,-1,15,i,i,0.1,i,i,i,i,i,i
CC1(C)CC(=O)c2cnc(N)nc2C1,2,10,i,i,-0.8,i,i,i,i,i,i

(more compounds)
SMILES,SKKanGAS inh,Platelet DG rel,TRPC6 act,MrgX1 antag,HIF activator,RGS4 act,TRPC4 inh,TRPC6 inhibitor,MrgX1 PAM,MrgX1 ag,RGS4 inh
O=C1C2C3C=CC(C3)C2C(=O)N1/N=C/c1ccc(-c2ccccc2[N+](=O)[O-])o1 (centres undefined),-9,23,i,i,0.3,i,i,i,i,i,i
N=C1C(c2nc3ccccc3s2)=C(O)CN1NC(=O)c1ccccc1[N+](=O)[O-],-9,-5,i,i,-0.5,i,i,i,i,i,i
NC(=O)CC(NC(=O)Cc1cccc2ccccc12)c1ccc(NCCN2CCCCC2)c([N+](=O)[O-])c1 (centres undefined),-3,1,i,i,0.2,i,i,i,i,i,i
CN(C)/C=C1\NC(=S)N(c2ccccc2)C1=O,-14,3,i,i,0.4,i,i,i,i,i,i
COc1ccc(-c2nc(-n3c(C)c(C(C)=O)c(C(C)=O)c3C)sc2C)cc1OC,-2,0,i,i,-0.1,i,i,i,i,i,i
Cc1cc(NC(=O)CCC(=O)N(C2CC2)C2(C(=O)NC3CCCC3)CCC(C)CC2)no1 (centres undefined),14,2,i,i,-36,i,i,-5.1*,i,i,i
C=CCn1c(CCC(=O)O)ccc1-c1ccccc1,-14,8,i,i,0.3,i,i,i,i,i,i
COc1cc(CNCCNCC(C)O)ccc1OCc1ccc(Cl)nc1 (centres undefined),-6,-10,i,i,0.7,i,i,i,i,i,i
O=C(CCSc1ccccc1)NCC1CCCO1 (centres undefined),-1,-1,i,i,-1.2,i,i,i,i,i,i
COc1cc(-c2nnc(SCC3(c4ccccc4)OCCO3)o2)cc(OC)c1OC,5,-2,i,i,-0.1,i,i,i,i,i,i
COc1ccc(-c2cc(C(=O)NC3CCCCC3)no2)cc1OC,0,1,i,i,0.1,i,i,i,i,i,i
Cc1cc(=O)oc2cc(OCC(=O)Nc3ccc(CN4CCOCC4)cc3)ccc12,1,6,i,i,-0.4,i,i,i,i,i,i
Cc1ccc(N(CC(=O)Nc2ccccc2C(=O)N2CCOCC2)S(C)(=O)=O)cc1,-1,-5,i,i,0.2,i,i,i,i,i,i
CCCCc1c(C)nc2c(OC)cccc2c1SCCC(=O)O,-1,-10,i,i,0.0,i,i,i,i,i,i
CC(C)N1CCN(Cc2coc3ccccc3c2=O)CC1CCO (centres undefined),-3,0,i,i,0.3,i,i,i,i,i,i
FC(F)(F)c1cccc(-c2cc(C3CCNCC3)[nH]n2)c1,4,-3,i,i,-0.9,i,i,i,i,i,i
COc1ccc(C(=O)NNC(=O)CN(C)S(=O)(=O)c2ccc(Cl)cc2)c(OC)c1OC,1,17,i,i,-0.1,i,i,i,i,i,i
CCCc1ccc2oc(C(=O)NCCc3cnn(C)c3)c(C)c2c1,-11,1,i,i,5.5,i,i,i,i,i,i
O=C(c1cc([N+](=O)[O-])ccc1N1CCCCC1)N1CCc2ccccc21,-14,-10,i,i,0.5,i,i,i,i,i,i
CCCCCCNC(=O)Nc1ccccc1,-2,-1,i,i,2.1,i,i,i,i,i,i

(continued)
SMILES,SKKanGAS inh,Platelet DG rel,TRPC6 act,MrgX1 antag,HIF activator,RGS4 act,TRPC4 inh,TRPC6 inhibitor,MrgX1 PAM,MrgX1 ag,RGS4 inh
CCOC(=O)CNS(=O)(=O)c1ccc(S(=O)(=O)N2CCCC2)cc1,7,2,i,i,0.0,i,i,-7.8*,i,i,i
Cn1c2ccccc2c2cc(/C=C(\NC(=O)c3ccccc3)C(=O)O)ccc21,3,2,i,i,.,i,i,i,i,i,i
CC(NC(=O)Cn1cnnn1)C12CC3CC(CC(C3)C1)C2 (centres undefined),-3,7,i,-6.8*,-0.9,i,i,i,i,i,i
CCN(C(=O)COC(=O)c1c(C)nn(-c2ccccc2)c1C)C1CCS(=O)(=O)C1 (centres undefined),-3,0,i,i,3.4,i,i,i,i,i,i
Cc1cccc(C)c1-n1c(C)cc(/C=C2\NC(=O)NC2=O)c1C,-6,-1,i,i,-1.4,i,i,i,i,i,i
N#CC1=C(Nc2ccccc2)SC=C(c2ccc(F)cc2)N=C1N1CCOCC1,3,.,i,i,.,i,i,i,i,i,i
CCCC1=NN2C(=N)/C(=C\c3cc(C)n(Cc4ccccc4)c3C)C(=O)N=C2S1,45,13,i,i,-0.5,i,i,i,i,i,i
O=c1ccccn1Cc1c(Cl)cccc1Cl,-7,3,i,i,-0.3,i,i,i,i,i,i
COc1cc2ccc(=O)oc2c(O[C@@H]2O[C@H](CO)[C@@H](O)[C@H](O)[C@H]2O)c1O,-1,-3,i,i,-5.1,i,i,i,i,i,i
Cc1nnc(Nc2ccc(Cl)c(C(F)(F)F)c2)[nH]c1=O,-4,-4,i,i,0.5,i,i,i,i,i,i
CC1COc2ccccc2N1C(=O)c1ccccc1Cl (centres undefined),5,1,i,i,-1.3,i,i,i,i,i,i
COCCN(C(=O)Cc1ccc(OC)c(OC)c1)c1nc(-c2cc(OC)ccc2OC)cs1,20,-1,i,i,0.7,i,i,i,i,i,i
N#Cc1cnc(Sc2ccccc2)nc1,-6,2,i,i,-0.8,i,i,i,i,i,i
CC(C)[C@H](NC(=O)c1ccccc1)C(=O)OCc1nnc(-c2ccccc2)o1,-12,12,i,i,0.3,i,i,i,i,i,i
CC(C)OC(=O)CCC(=O)Nc1ccc(F)cc1,7,-2,i,i,-0.9,i,i,i,i,i,i
O=S(=O)(c1ccc(Br)s1)N1CCC(Cc2ccccc2)CC1,-3,-15,i,i,0.0,i,i,i,i,i,i
CCOC(=O)c1ccccc1NC(=O)C1=COCCO1,-6,-5,i,i,-0.5,i,i,i,i,i,i
CS(=O)(=O)N1CCN(C(=O)c2cc(-c3cccnc3)nc3ccc(Cl)cc23)CC1,-3,0,i,i,-0.2,i,i,i,i,i,i
Cc1cccc(NC(=O)Nc2ccc3c(c2)N(C)C(=O)CS3)n1,4,21,i,i,2.5,i,i,i,i,i,i
CC1(C)CC(=O)c2c(nn(-c3ccccc3)c2N)C1,1,-1,i,i,-0.1,i,i,i,i,i,i
Cc1cccc(NS(=O)(=O)c2cccc3cccnc23)n1,-3,7,i,i,.,i,i,i,i,i,i
O=C(Nc1ccc2c(c1)OCO2)Oc1ccccc1,-1,13,i,i,1.3,i,i,i,i,i,i
Cc1cccc(C)c1NC(=S)N(CCN(C)C)Cc1cccs1,-1,5,i,i,-0.2,i,i,i,i,i,i
